Bioassay records (PubChem)
Polio RdRp inh – poliovirus RdRp elongation inhibitors, primary screen, biochemical, fluorescence polarization, total intensity | Genome polyprotein (Poliovirus type 1 (strain Mahoney)), P03300 | poliovirus polymerase elongation; stronger effect = lower value | % elongation, % (compound at 16.7 µg/mL) | 0.66% of 150,000 active | AID 588519, 2011; in the data active = % elongation below about 90%; note: some results filed as inactive read as strong as hits
Target sequence (P03300 1749-2209 limits assumed): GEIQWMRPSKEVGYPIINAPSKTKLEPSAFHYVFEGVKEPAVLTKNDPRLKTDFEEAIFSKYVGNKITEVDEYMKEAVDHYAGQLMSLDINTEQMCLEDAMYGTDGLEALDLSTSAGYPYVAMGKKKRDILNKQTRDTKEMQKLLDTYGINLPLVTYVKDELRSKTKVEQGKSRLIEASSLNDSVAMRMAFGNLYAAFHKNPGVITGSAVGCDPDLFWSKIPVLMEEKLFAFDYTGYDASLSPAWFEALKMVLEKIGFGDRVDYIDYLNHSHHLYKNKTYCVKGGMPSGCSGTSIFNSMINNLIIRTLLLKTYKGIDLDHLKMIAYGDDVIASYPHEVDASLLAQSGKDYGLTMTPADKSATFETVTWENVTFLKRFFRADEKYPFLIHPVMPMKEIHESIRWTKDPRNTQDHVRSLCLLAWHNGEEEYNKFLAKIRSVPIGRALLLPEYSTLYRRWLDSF
Polio RdRp inh FP z-score – further read-out of Polio RdRp inh, marked with its call; z-score; measured here: FP z-score; hits read low
Active calls of the source: *.

SMILES	Polio RdRp inh	Polio RdRp inh FP z-score
COc1ccc(NC(=O)C(C)n2nc(C)c3c(C)n(-c4ccccc4)nc3c2=O)cc1Cl (stereo unspecified)	115	1.4
CCOC(=O)Cc1cc(=O)[nH]c(/N=C(\N)Nc2cccc(Cl)c2)n1	104	1
CCOC(=O)c1ccc2c(c1)N(C(CC)C(=O)Nc1ccccc1OC)C(=O)c1ccccc1S2 (stereo unspecified)	107	0
Cc1ccc(C(=O)Nc2ccc3nc(SCC(=O)N4CCCc5ccccc54)sc3c2)cc1	110	0.7
COC(=O)CN(c1ccc(OC)cc1)S(=O)(=O)c1c(C)noc1C	99	-0.4
CCCCN(CC)CCNC(=O)c1cn(CCOC)c(=O)c2c1c1ccccc1n2C	107	0.4
Cc1ccc(NC(=O)CSC2CC(=O)NC2=O)cc1 (stereo unspecified)	96	-1.1
CC1=NN(C(=O)Cc2ccccc2)C(C)(C)C1	105	0.2
Cc1ccc(NC(=O)CN2C(=O)C(C)SC(C)C2=O)cc1 (stereo unspecified)	98	-0.9
O=C(COC(=O)c1ccco1)c1ccc(-n2nncc2-c2ccco2)cc1	97	-0.6
Cc1cnc(C(=O)NCc2ccc(F)cc2)cn1	103	0.5
CCC(c1nnc(SCC(=O)Nc2ccc(C(=O)Nc3ccccc3OC)cc2)o1)N(C)C (stereo unspecified)	106	0.8
CSc1ncc(Cl)c(C(=O)NCc2ccccc2)n1	101	-0.4
Cc1cc(C)c2c(-n3cccc3)c(C(=O)NCC(C)c3ccccc3)sc2n1 (stereo unspecified)	106	-0.2
COc1ccc(N2C(=O)/C(=C\c3ccco3)N=C2SCC(=O)N2CCc3ccccc32)cc1Cl	98	-0.8

As entered above.
`CCC(c1nnc(SCC(=O)Nc2ccc(C(=O)Nc3ccccc3OC)cc2)o1)N(C)C` (stereo unspecified) @ Polio RdRp inh FP z-score = 0.8
`CC1=NN(C(=O)Cc2ccccc2)C(C)(C)C1` @ Polio RdRp inh FP z-score = 0.2
`COC(=O)CN(c1ccc(OC)cc1)S(=O)(=O)c1c(C)noc1C` @ Polio RdRp inh FP z-score = -0.4
`CCOC(=O)Cc1cc(=O)[nH]c(/N=C(\N)Nc2cccc(Cl)c2)n1` @ Polio RdRp inh FP z-score = 1
`COc1ccc(NC(=O)C(C)n2nc(C)c3c(C)n(-c4ccccc4)nc3c2=O)cc1Cl` (stereo unspecified) @ Polio RdRp inh FP z-score = 1.4
`Cc1cc(C)c2c(-n3cccc3)c(C(=O)NCC(C)c3ccccc3)sc2n1` (stereo unspecified) @ Polio RdRp inh = 106

More results follow.
SMILES	Polio RdRp inh	Polio RdRp inh FP z-score
COc1cc(NC(=O)Cn2ccn(Cc3ccccc3OC)c(=O)c2=O)cc(OC)c1	109	0.5
CCN(CC)S(=O)(=O)c1ccc2oc(C(=O)N(C)Cc3ccccc3)c(C)c2c1	109	1.2
CC(=O)Nc1nonc1-c1nnc(SCC(=O)Nc2ccc(C)c(Cl)c2)n1-c1ccccc1	110	0.7
Cc1csc(/N=C/N(C)C)c1C#N	102	0
CCN(c1ccccc1)S(=O)(=O)N1CCCC(C(=O)O)C1 (stereo unspecified)	100	-0.6
CCOC(=O)c1c2c(n3ccccc13)C(=O)c1ccccc1C2=O	94	-1.4
CC1Cc2ccccc2N1C(=O)C1CC(=O)N(c2ccccc2)C1 (stereo unspecified)	103	0.4
Cc1oc(-c2cccs2)nc1CS(=O)CC(=O)NC1CCCC1 (stereo unspecified)	98	-1.5
O=C(O)c1cccc(I)c1	98	-0.4
C=CCn1c(CSc2nc(N)cc(N)n2)nnc1SCC(=O)NC1CCCCC1	99	-0.1
CCN(Cc1ccccc1)C(=O)c1c(C)oc2ncn(C)c(=O)c12	105	-0.3
COc1cc(NC(=O)Cn2nnc(-c3ccc(C(F)(F)F)cc3)n2)c(C(=O)O)cc1OC	107	0.7
COC(=O)c1cn(C(=O)c2ccccc2)c2ccccc12	104	0.5
CC(Sc1nnc(-c2cccc(Cl)c2)n1N)C(=O)NC1CCCCC1 (stereo unspecified)	111	0.3
O=C(Cn1nnc(-c2ccccc2)n1)NC(=O)NCc1ccccc1	111	1.2
N#CCSc1ccc(-c2cccnc2)nn1	104	0.2
Cc1ccccc1NC(=O)c1nc(S(C)(=O)=O)ncc1N(Cc1ccco1)Cc1sccc1C	103	-0.8
O=C(NCc1ccccc1)c1nc(-c2ccc(Cl)cc2)n2c1CCCCC2	102	-0.9
CC1=C(CCN2CCN(C/C=C/c3ccccc3)CC2)C(C)(C)CCC1	101	0.4
CC(C)Cn1c(SC(C)C(N)=O)nc2ccccc21 (stereo unspecified)	107	0.6
CC(C)(C)OC(=O)N1CCC(c2c(C(=O)N3CCOCC3)cnn2-c2cccc(F)c2)CC1	108	0.3
c1ccc2c(c1)ncn2CCC1CCCCC1	98	-0.5
CCn1nc(C)c(NC(=O)c2cc(Br)ccc2Cl)c1C	100	0.1
CS/C(=N\S(=O)(=O)c1ccc(C)cc1)N1CCN(C(=O)c2cccs2)CC1	108	0.9
Cc1cc(C)cc(-n2cc3c(=O)n(C)c(=O)n(C)c3c2)c1	100	-0.1
COC(=O)c1cc(C)sc1NC(=O)C1CC(=O)NN1Cc1ccccc1 (stereo unspecified)	102	-0.1
COc1cc(/C=C(\NC(C)=O)C(=O)O)cc(OC)c1OC	109	1
Cc1ccc(CNC(=O)CN2C(=O)C3(SCC(=O)N3c3cc(C)cc(C)c3)c3ccccc32)cc1 (stereo unspecified)	105	0.1
COCCN1C(=O)CS/C1=C(/C#N)C(=O)NCc1ccco1	97	-0.2
NC(=O)C1CCN(C(=O)C2C3C=CC(O3)C2C(=O)O)CC1 (stereo unspecified)	97	-0.6
Cc1ccc(CNC(=O)c2c(C)oc3nc(C)nc(N4CCOCC4)c23)cc1	107	0
CCOC(=O)c1ccc(NC(=O)c2cc3cc4c5c(c3oc2=N)CCCN5CCC4)cc1	81	-7.5
CCc1ccc(C(=O)c2cn(CC(=O)Nc3cc(OC)cc(OC)c3)c3ccc(CC)cc3c2=O)cc1	105	-0.5
COc1ccc(-n2cc(-c3ccccc3)c3c(Nc4ccccc4)ncnc32)cc1	99	-1
COc1ccc(C(=O)N2CCN(C(=O)COc3ccc(Br)cc3)CC2)cc1OC	108	0.9
CCN(Cc1ccccc1)C(=O)/C=C/c1ccc(OC)cc1	102	0.7
CCOc1ccc(OC(C)C(=O)NN)cc1 (stereo unspecified)	105	0.3
CCCCNS(=O)(=O)c1ccc2nc(-c3cccnc3)cc(C(=O)NCCCOC(C)C)c2c1	106	0
Cc1ccc(N2C(=O)CS(=O)(=O)C23C(=O)N(C)c2ccccc23)cc1F (stereo unspecified)	106	0.1
CCN(CC)CCCNC1CCCC1	100	-0.3
O=C(NCc1ccccc1Cl)c1ccc2c(c1)nnn2C1CCCC1	104	-0.5
CN(C)C(=O)Oc1ccc(OC(=O)N(C)C)cc1	104	0.4
Cc1nc2ccccc2nc1SCc1nc(N)nc(N2CCCCC2)n1	103	0.8
CCOC(=O)c1cc(S(=O)(=O)N(C)c2ccccc2)[nH]n1	99	-1.9
Cc1cc(C)nc(/N=C2\NC(=O)CN2c2cc(Cl)cc(Cl)c2)n1	105	1

7 structures from above, ordered by length of the SMILES, low to high.
SMILES	Polio RdRp inh	Polio RdRp inh FP z-score
c1ccc2c(c1)ncn2CCC1CCCCC1	98	-0.5
CCN(Cc1ccccc1)C(=O)/C=C/c1ccc(OC)cc1	102	0.7
Cc1ccc(NC(=O)CN2C(=O)C(C)SC(C)C2=O)cc1 (stereo unspecified)	98	-0.9
COC(=O)c1cc(C)sc1NC(=O)C1CC(=O)NN1Cc1ccccc1 (stereo unspecified)	102	-0.1
O=C(COC(=O)c1ccco1)c1ccc(-n2nncc2-c2ccco2)cc1	97	-0.6
Cc1ccccc1NC(=O)c1nc(S(C)(=O)=O)ncc1N(Cc1ccco1)Cc1sccc1C	103	-0.8
CCOC(=O)c1ccc2c(c1)N(C(CC)C(=O)Nc1ccccc1OC)C(=O)c1ccccc1S2 (stereo unspecified)	107	0

(continued)
SMILES	Polio RdRp inh	Polio RdRp inh FP z-score
O=C(CN1C(=O)/C(=C/c2ccccc2F)Oc2ccccc21)N1CCCC1	101	-0.6
CCOC(=O)c1ccc(NC(=O)c2c(N3CCCC3=O)c3cc(OC)ccc3n2C)cc1	102	-1.2
CCc1ccc(CNC(=O)c2ccc(-c3nc(CSc4ccc(C)cc4)c(C)o3)cc2)cc1	111	0.6
Cc1ccc(NC(=O)c2ccn(C(=O)Nc3cccc(Cl)c3)n2)cc1	103	-0.1
CCOC(=O)c1cc(-c2ccc(F)cc2)n(CCC(=O)Nc2cc(OC)cc(OC)c2)c1C	107	0.5
Cc1conc1NC(=O)CNC(=O)C1CCCCC1	101	-0.1
Cc1cc(O)c(C(=O)c2cccs2)c(=O)o1	90	-1.5
CSc1nnc(CNC(=O)Cc2c(F)cccc2Cl)n1C	103	0.4
CS(C)(=O)=NS(=O)(=O)c1cc(S(=O)(=O)N=S(C)(C)=O)c(Cl)s1	102	-0.1
Cc1[nH]c(=S)c(C#N)c(C)c1Cc1ccc(Cl)cc1Cl	104	0.1
CCOC(=O)NC1(Nc2ccccc2)Oc2ccccc2O1	99	-0.6
CCn1cc(C(=O)NCCCN(CC(C)C)CC(C)C)c(=O)c2cc(S(=O)(=O)N3CCc4ccccc4C3)ccc21	105	0.2
CCCOc1ccc(CNC(=O)C(C)n2nc(C)n3c(cc4occc43)c2=O)cc1 (stereo unspecified)	110	0
Cc1cccc(C)c1NC(=O)C1CCCN1S(=O)(=O)c1ccccc1 (stereo unspecified)	105	0.4
Cc1ccc2c(c1)c1c3n2CCCNC3CCC1 (stereo unspecified)	102	0
CCc1ccc(NC(=O)Cn2c(=O)c(-c3ccccc3NC(C)=O)nc3ccccc32)cc1	105	-0.3
N=C(N)SCC1CN=C(N2CCCC2)S1 (stereo unspecified)	100	-0.4
Cc1ccccc1NC1=C(C(=O)c2ccccc2)N(C)S(=O)(=O)c2ccccc21	104	0.6
CCCCN1Cc2c(sc3c2CCCC3)N(C(C)=O)C1	101	-0.3
O=S(=O)(Nc1ccccc1CO)c1ccc(S(=O)(=O)N2CCCC2)cc1	100	-0.4
O=C(CN1CCNC(=O)C1)NCCc1ccc(F)cc1	98	-0.6
CCn1cc(CCC(=O)NCCN2CCOCC2)c2ccccc21	101	-0.3
CCCC1C(=O)N2C(N(C)C)=Nc3ccc(C)cc3N2C1=O (stereo unspecified)	99	-0.3
Cc1cc(C)cc(OC(C)C(=O)Nc2ccc3c(c2)n(C)c(=O)n3C)c1 (stereo unspecified)	100	-0.7
O=C(c1noc2c1CCCCC2)N1CCN(c2cccc(C(F)(F)F)c2)CC1	100	-0.3
COC(=O)C1=CN(c2cccc(C(F)(F)F)c2)C=C(C(=O)OC)C1c1ccc(F)cc1	103	0.2
CCOc1ccc(NC(=O)c2oc3ccccc3c2NC(=O)c2cc(C)cc(C)c2)cc1	108	1.1
CN(C)C(=O)NCCc1ccc(F)cc1	100	0
Cc1ccc(CNC(=O)c2oc3c(c2C)-c2nn(Cc4ccc(Cl)cc4)cc2CC3)cc1	109	0.4
Cc1ccc(CN2CCC(CNC(=O)Nc3ccc(C)c(C)c3)C2)cc1 (stereo unspecified)	111	1.3
CCNC(=O)NC1(C(=O)O)CC2CCC1(C)C2(C)CC (stereo unspecified)	104	0.2
Cc1ccc(-c2cn3c(n2)sc2cc(C(=O)O)ccc23)c(C)c1	105	1.1
CCCCN(CC)Cc1ccc(CNC(=S)Nc2cccc(F)c2)o1	101	0.3
CSC1=NC2(CCN(C(=O)NC3CCCCC3)CC2)N=C1c1ccccc1	102	0.6
Cc1ccc(NC(=O)COC(=O)c2c(C)nsc2N)cc1C	104	0.1
CC(NC(=O)c1ccccc1)C(=O)NN (stereo unspecified)	105	0.2
Cc1ccc(N=Cc2ccc(C)o2)cc1	102	0
Cc1cc(OCC(=O)N2CCN(CCc3ccncc3)CC2)cc(C)c1Cl	108	0.1
CCN1CCN(CC(=O)Nc2ccc(Cl)cn2)CC1	100	-0.8
COc1ccc(CN)cc1Cn1cccn1	103	0.4
Cn1c(CNC(=O)c2cccs2)cc2ccccc21	104	0.7
CC1(C(=O)NC2CCCCC2)Cc2ccccc2C(=O)N1Cc1ccc(Cl)cc1 (stereo unspecified)	116	1.5
CCOC(=O)c1ccc(-n2c(CCC(=O)O)ccc2-c2ccccc2)cc1O	108	0.8
N#Cc1ccccc1CSc1nc2c(sc(=S)n2Cc2ccco2)c(=O)n1-c1ccc(F)cc1	102	0.5
O=C(c1ccc(CS(=O)(=O)c2ccc(Br)cc2)o1)N1CCN(Cc2ccc3c(c2)OCO3)CC1	101	0.1

One compound at a time, as listed above.
CCN1CCN(CC(=O)Nc2ccc(Cl)cn2)CC1 in the list: Polio RdRp inh = 100; Polio RdRp inh FP z-score = -0.8
CCCCN(CC)Cc1ccc(CNC(=S)Nc2cccc(F)c2)o1 in the list: Polio RdRp inh = 101; Polio RdRp inh FP z-score = 0.3

Next structures.
SMILES	Polio RdRp inh	Polio RdRp inh FP z-score
CCCCOCc1cc(CN2CCN(c3cccc(Cl)c3)CC2)c(O)c2ncccc12	117	1.7
OC1(C#Cc2ccccc2)CCCCC1	101	-0.1
CCOC(=O)c1ccccc1Nc1nc2ccccc2c2nnc(C)n12	104	0.3
O=C(O)CNc1c(F)c(F)nc(F)c1F	98	-0.8
COc1ccc(CNC(=O)CCCN2C(=O)CSc3c2c(C)nn3-c2ccccc2)cc1	103	-0.6
Cc1ccc(NC(=O)CSc2nc3n[nH]c(C)c3c(=N)n2-c2ccccc2C)cc1C	110	1
COc1ccc(C2Nc3ccccc3O2)cc1 (stereo unspecified)	108	0.7
NC(=S)N/N=C/c1coc2ccccc2c1=O	95	-1.6
NNC(=O)c1cncn1-c1ccccc1	102	-0.1
COC(=O)Cc1[nH]nc2c1C1(CCOC1C)C(C#N)=C(N)O2 (stereo unspecified)	102	-0.1
O=C(COc1ccc2c(=O)c(-c3ccccc3)coc2c1)OC1CCCCC1	100	-0.4
CCc1ccc(-c2nc(CSCC(=O)NCc3ccccc3)c(C)o2)cc1	105	1.2
O=C(CSc1ncn(-c2ccccc2)n1)N1CCc2ccccc21	100	-0.1

Looked up by structure from the entries so far (2):
SMILES	Polio RdRp inh	Polio RdRp inh FP z-score
NNC(=O)c1cncn1-c1ccccc1	102	-0.1
COc1ccc(CNC(=O)CCCN2C(=O)CSc3c2c(C)nn3-c2ccccc2)cc1	103	-0.6

An excerpt; rates above refer to the full screens.
